Compound activity (PubChem)
RTF Ca sens inh – cardiac RTF calcium sensitivity inhibitors, primary screen, biochemical, IANBD-TnC fluorescence, EC70 calcium; Troponin I, cardiac muscle (Homo sapiens) + Troponin T, cardiac muscle (Homo sapiens) + …; IANBD-labeled cardiac RTF, Ca2+ fluorescence; inhibition, % at 7.15 µM; 340,000 compounds, 0.12% hits; AID 493244, 2011;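 active = inhibition above the mean inhibition of all tested compounds plus 3 SD, cut at about 17% in these data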;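 note: assay run at fixed EC70 calcium of 1.6 mM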
PKA-R2B activ – activators of PKA-R2B holoenzyme, primary screen, biochemical, fluorescence polarization, Cy5-IP20, human; PKA-R2B holoenzyme dissociation; R2B truncated from residue 108, S112A mutant; 0% DMSO only, 100% 113 µM cGMP; 340,000 compounds, 0.079% hits; activation, % at 11.4 µM; cAMP-dependent protein kinase catalytic subunit beta (Homo sapiens) + cAMP-dependent …;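 active = activation above a cutoff set at the mean over all compounds plus 3 SD, cut at about 18% in these data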;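 note: higher means more holoenzyme dissociation and a rise in polarization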
Target sequence (P31323 whole entry, looked up, other chains not shown, the tested form may be a part): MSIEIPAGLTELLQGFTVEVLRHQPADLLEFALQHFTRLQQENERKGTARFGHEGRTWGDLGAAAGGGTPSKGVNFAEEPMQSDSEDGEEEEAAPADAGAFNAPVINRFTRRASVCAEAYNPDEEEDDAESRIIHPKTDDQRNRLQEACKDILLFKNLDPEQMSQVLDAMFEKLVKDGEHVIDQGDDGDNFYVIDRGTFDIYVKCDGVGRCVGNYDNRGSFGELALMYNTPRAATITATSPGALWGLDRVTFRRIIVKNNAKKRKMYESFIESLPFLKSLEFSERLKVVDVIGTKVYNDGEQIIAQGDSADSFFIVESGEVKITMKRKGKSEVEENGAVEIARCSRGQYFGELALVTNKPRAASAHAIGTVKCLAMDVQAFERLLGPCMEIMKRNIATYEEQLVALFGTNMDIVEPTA
Rtt109 Vps75 – inhibitors of C. albicans Rtt109/Vps75 HAT, primary screen, biochemical, ThioGlo CoA-SH fluorescence, plate reader | Histone acetyltransferase RTT109 (Candida albicans (strain SC5314 / ATCC MYA-2876)), … | 330,000 compounds, 0.16% hits | purified Rtt109/Vps75, 4 h | inhibition, % at 34.9 µM;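 active = inhibition of at least 50% in every replicate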
DAGLB inh – DAGLB lipase inhibitors, primary screen, biochemical, fluorescence, HTS. Diacylglycerol lipase-beta (Homo sapiens), Q8NCG7. HEK293T DAGLB membrane lysate, EnzChek fluorogenic substrate. inhibition, % at 5.17 µM. 340,000 compounds, 0.059% hits. AID 504411, 2011; in the data active = inhibition above about 34%;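 note: 0% = enzyme with vehicle and 100% = wells lacking enzyme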
Keap1 Nrf2 FP – Keap1-Nrf2 protein-protein interaction inhibitors, primary screen, biochemical, fluorescence polarization, single point. Kelch-like ECH-associated protein 1 (Homo sapiens), Q14145. Keap1 Kelch-Nrf2 peptide fluorescence polarization, 1536-well. inhibition, % at 9.4 µM. 340,000 compounds, 0.15% hits. AID 504523, 2011; in the data active = inhibition above about 12%;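 note: human Keap1 Kelch domain with fluorescein labeled Nrf2 9mer peptide probe; 0% = neutral control wells and 100% = peptide positive control; higher means more block of Keap1 binding to Nrf2 peptide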
Target sequence (Q14145 whole entry, looked up, the tested form may be a part): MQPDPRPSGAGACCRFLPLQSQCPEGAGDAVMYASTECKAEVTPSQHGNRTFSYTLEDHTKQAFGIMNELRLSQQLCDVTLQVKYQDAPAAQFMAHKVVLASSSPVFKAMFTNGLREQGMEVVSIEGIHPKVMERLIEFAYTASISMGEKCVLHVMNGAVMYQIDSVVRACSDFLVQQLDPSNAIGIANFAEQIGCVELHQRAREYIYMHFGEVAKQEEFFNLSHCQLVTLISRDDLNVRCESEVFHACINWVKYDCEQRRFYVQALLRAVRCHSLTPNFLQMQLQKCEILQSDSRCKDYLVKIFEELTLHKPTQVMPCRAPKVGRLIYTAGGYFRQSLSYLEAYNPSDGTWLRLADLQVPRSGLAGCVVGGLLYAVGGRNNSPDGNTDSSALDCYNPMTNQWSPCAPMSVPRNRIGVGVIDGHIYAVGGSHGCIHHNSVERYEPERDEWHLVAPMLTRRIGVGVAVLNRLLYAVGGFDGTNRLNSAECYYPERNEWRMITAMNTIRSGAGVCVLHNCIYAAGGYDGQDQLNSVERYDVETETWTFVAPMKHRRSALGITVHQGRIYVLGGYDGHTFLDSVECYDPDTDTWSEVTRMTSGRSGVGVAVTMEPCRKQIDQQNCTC
CAL PDZ FP-1 – CAL PDZ peptide-binding inhibitors, primary screen, biochemical, fluorescence polarization, Cer-tagged CAL PDZ, HTS; Golgi-associated PDZ and coiled-coil motif-containing protein (Homo sapiens), Q9HD26; purified CAL PDZ, TMR-peptide fluorescence polarization, 1 h; inhibition, % at 20 µM; 330,000 compounds, 0.02% hits; AID 504414, 2011;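 active = highest replicate inhibition of at least 40%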;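 note: plate controls were DMSO neutral control wells for no effect and unlabeled competitor peptide control wells for full effect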
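Test system: tagged CAL PDZ domain / Buffer or medium: sodium phosphate/NaCl buffer pH 7.4 with TCEP, IgG, Thesit / Reagent: TMR-labelled reporter peptide T*-PRC34 bound in PDZ groove / Compound dosing: single point, 20 µM / Schedule: 1 h incubation at room temperature before polarization reading / Technique: fluorescence polarization (mP) / Benchmarks: unlabelled peptide, DMSO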
CAL PDZ FP-2 – untagged CAL PDZ binding inhibitors, primary screen, biochemical, fluorescence polarization, HTS. Golgi-associated PDZ and coiled-coil motif-containing protein (Homo sapiens), Q9HD26. purified CAL PDZ, TMR-peptide fluorescence polarization, 1 h. inhibition, % at 24.9 µM. 300,000 compounds, 0.92% hits. AID 602252, 2012;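 active = mean inhibition of at least 30% with at least half of replicates also reaching 30%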;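 note: 0% = DMSO neutral control and 100% = excess unlabeled competitor peptide PRC23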
cardiac RTF act – cardiac RTF calcium sensitivity activators, primary screen, biochemical, IANBD-TnC fluorescence, EC20 calcium; activation, % at 7.2 µM; AID 493008, 2010; 340,000 compounds, 0.24% hits; IANBD-labeled TnC RTF fluorescence at EC20 calcium; 0% EC20 calcium, 100% full calcium;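 active = activation above the mean over all tested compounds plus 3 SD, cut at about 30% in these data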;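 note: rise in fluorescence read as greater calcium sensitivity of cardiac thin filaments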
SR-BI uptake up – activators of SR-BI mediated DiI-HDL uptake, primary screen, ldlA[mSR-BI] CHO cells, DiI fluorescence; 3 h; 100 = double the neutral-control signal; activation, % at 12.5 µM; 320,000 compounds, 0.096% hits; AID 504775, 2011;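 active = mean replicate activation of at least 60% and every replicate at or above 60%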;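 note: 0% = median plate neutral-control signal and 100% = twice that signal; values of inactives mirror those of a sister screen read the other way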
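Assay system: CHO ldlA[mSR-BI] cells, LDL receptor-null, SR-BI overexpressing; medium: Ham's F12 with 0.5% BSA, HEPES 25 mM, pH 7.4; also added: DiI-HDL 10 µg/mL; timing: 3 h uptake period with compound, 37 °C; signal: DiI fluorescence, bottom read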
LANA DNA inh – inhibitors of KSHV C-LANA binding to DNA, primary screen, biochemical, fluorescence polarization, FAM-LBS DNA, MBP-C-LANA, single point; 340,000 compounds, 0.078% hits; AID 504423, 2011; inhibition, % at 9 µM; Kaposi's sarcoma herpesvirus LANA C-terminal domain (residues 932-1162) DNA binding;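 active = highest replicate inhibition at or above 60% at 9 µM, even if other replicates fall short; inactive = all replicates below 60% inhibition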;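 note: 0% = neutral control wells and 100% = 4 µM acridine orange control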
Active calls of the source: *; nt = not tested or not shown.

SMILES	RTF Ca sens inh	PKA-R2B activ	Rtt109 Vps75	DAGLB inh	Keap1 Nrf2 FP	CAL PDZ FP-1	CAL PDZ FP-2	cardiac RTF act	SR-BI uptake up	LANA DNA inh
Cc1ccc(S(=O)(=O)NC(=O)Nc2ccc(OC(F)F)cc2)cc1	nt	nt	1.6	nt	-5.8	0.2	0.3	nt	3.6	-0.1
COc1ccc(-n2nnnc2CNC(=O)c2ccc3c(c2)OCO3)cc1	-1.8	-15.5	-4.1	0.6	1.1	-2.2	-3.4	-0.4	13.3	-1.5
CC(C)COc1ccc(C(=O)Nc2scc(-c3ccc(Cl)cc3Cl)c2C(N)=O)cc1	-10.1	-0.2	-2.0	-2.0	2.8	-1.4	0.5	1.3	-18.6	-0.6
CCN(CC)CCC(c1ccc(N(C)C)cc1)c1c(O)cc(OC)cc1OC (centres undefined)	-2.7	2.2	3.0	-1.3	-3.5	-0.5	-0.1	2.6	-1.2	0.0
CC(=O)NC1=NN(C(C)=O)C(C)(c2cccs2)S1 (centres undefined)	2.5	2.5	0.9	1.3	-2.8	-1.6	0.3	-7.8	3.3	1.5
CCC(Oc1ccccc1)C(=O)NC1C(=O)N2C1SC(C)(C)C2C(=O)O (centres undefined)	0.2	3.8	-2.9	1.6	-7.9	-3.4	27.9	2.4	23.5	-1.4
Cc1ccc(S(=O)(=O)NC(=O)COc2cc(C)ccc2C(C)C)cc1	1.6	4.8	5.9	8.4	-2.9	-2.4	-1.1	-1.0	nt	-0.7
O=C1CCC(Cc2ccccc2)N1 (centres undefined)	0.5	-6.1	6.0	-0.5	-1.1	-2.1	-2.5	-3.8	-3.8	0.8
Cc1ccc(CN2CCN(/N=C/c3ccc(C)s3)CC2)cc1	-4.4	3.3	1.9	-11.3	-6.2	-0.1	0.5	-8.9	10.7	0.8
CN1CCC(=NNC(=O)C(=O)NC(C)(C)C)CC1	-3.5	0.8	0.0	-1.9	-4.3	-1.5	-2.6	-3.2	5.6	0.8

Three of the entries above in order of their number in LANA DNA inh, largest number first:
SMILES	RTF Ca sens inh	PKA-R2B activ	Rtt109 Vps75	DAGLB inh	Keap1 Nrf2 FP	CAL PDZ FP-1	CAL PDZ FP-2	cardiac RTF act	SR-BI uptake up	LANA DNA inh
Cc1ccc(CN2CCN(/N=C/c3ccc(C)s3)CC2)cc1	-4.4	3.3	1.9	-11.3	-6.2	-0.1	0.5	-8.9	10.7	0.8
Cc1ccc(S(=O)(=O)NC(=O)Nc2ccc(OC(F)F)cc2)cc1	nt	nt	1.6	nt	-5.8	0.2	0.3	nt	3.6	-0.1
Cc1ccc(S(=O)(=O)NC(=O)COc2cc(C)ccc2C(C)C)cc1	1.6	4.8	5.9	8.4	-2.9	-2.4	-1.1	-1.0	nt	-0.7

Following part.
SMILES	RTF Ca sens inh	PKA-R2B activ	Rtt109 Vps75	DAGLB inh	Keap1 Nrf2 FP	CAL PDZ FP-1	CAL PDZ FP-2	cardiac RTF act	SR-BI uptake up	LANA DNA inh
O=C(CSc1n[nH]c(-c2cccs2)n1)NCc1ccc2c(c1)OCO2	-5.7	-12.6	-5.6	2.1	-0.3	-1.0	nt	0.5	-12.5	-1.1
CC(OC(=O)c1ccc(Cl)nc1)C(=O)NC(C)(C)C (centres undefined)	-5.8	-5.1	-12.1	0.5	4.5	-0.5	-2.6	1.8	20.8	2.1
CC(C)(C)NC(=O)COC(=O)c1ccc(Cl)c(S(N)(=O)=O)c1	12.2	4.4	2.2	0.4	-1.4	-0.6	-2.5	9.8	10.9	-0.8
CCN(CC)Cc1ccccc1Sc1ccccc1	1.4	2.3	1.4	-0.8	-3.9	-1.7	-0.2	14.5	-5.3	-0.3
O=C(CSc1nnnn1-c1ccccc1)CSc1nnnn1-c1ccccc1	-2.1	4.0	1.8	-1.5	-0.8	-1.4	-2.6	2.1	12.5	-1.5
Cc1ccc(C)c(-n2cc(CN3CCN(C(=O)c4ncn[nH]4)CC3)c(-c3ccccc3)n2)c1	-0.4	-4.5	nt	-0.3	-1.0	-3.5	-1.0	-3.9	-5.1	0.9
COc1ccc(C2(O)CCN(Cc3nnnn3Cc3ccc(C)cc3)CC2)cc1	7.5	-0.9	0.9	-2.5	-2.8	0.6	-2.5	-3.4	-5.1	0.6
Cc1ccc(S(=O)(=O)N2CCC(C(=O)N3CCC[C@H]3C(=O)NCC(C)C)CC2)cc1	-7.8	-3.5	-1.6	-0.1	-0.5	0.1	-5.0	-3.5	16.6	1.0
CC(/C=N/NC(=O)c1ccccc1F)=C\c1ccccc1	-5.8	8.4	-1.7	-5.3	1.9	-5.2	-2.9	-1.2	5.8	0.3
Cc1cc(C)n(/N=C/c2ccccc2)c(=O)c1C#N	-4.7	-1.7	4.5	3.9	-2.3	-1.1	-2.6	5.6	22.0	0.2
COc1ccc(CC(=O)c2cc(OC)c(OC)cc2CC(=O)O)cc1OC	-2.5	-4.2	5.5	-2.5	-3.1	0.0	0.5	4.0	11.1	-1.3
CCCC(=O)Nc1ccc(Br)c(Cl)c1	-6.9	8.5	1.8	-2.5	0.1	-0.8	15.7	1.2	-3.9	0.7
Cc1nnc(SCC(=O)Nc2ccc(Br)cc2)n(N)c1=O	-1.5	2.5	2.9	0.2	1.2	2.5	-2.0	-0.6	9.3	-0.9
Cc1cccc(C(=O)N2CCCCCC2)c1	-0.1	0.7	-5.8	1.0	-2.0	-0.3	0.3	4.8	27.9	-2.6
CC(C)CNC(=O)COC(=O)/C=C/c1ccco1	0.4	-1.9	4.0	-1.7	-4.5	-1.8	-0.3	-4.8	0.4	0.5
CCOC(=O)c1c(NC(=O)COC(=O)c2ccncc2)sc(C)c1C	3.2	6.6	-2.3	-0.6	-1.2	-0.3	-3.3	-3.6	34.2	-1.6
N#Cc1ccc2nc3c(nc2c1)CCCC3	-3.4	2.6	-13.2	4.1	-1.7	-1.9	-2.7	4.0	-3.2	0.2
O=C(NCc1ccccc1)c1onc(CSc2ccc(F)cc2)c1C(=O)NCc1ccccc1	-2.8	-9.4	1.8	-14.2	-1.3	-0.5	7.5	3.3	-13.1	-0.2
Cc1cccc2c1N(C(=O)c1ccco1)C(C)(C)c1ssc(=S)c1-2	-0.6	-2.1	4.3	4.2	-2.4	-1.8	-2.2	-7.9	3.8	0.6
Cc1cc(=O)n2c(c1C#N)SC1CCCCC12O (centres undefined)	-5.2	-16.6	-2.9	-1.5	0.4	-2.2	0.1	-0.4	5.4	0.5
O=C(O)CCC(=O)NC1CCCCC1	-1.0	-10.8	-9.9	1.3	3.4	nt	-2.6	-6.2	16.1	-0.1
CCCC1(CC)C(=O)NC(=O)N=C1N (centres undefined)	-4.5	6.3	0.9	-2.0	-6.0	-0.5	-1.8	-0.7	1.7	-1.3
CSc1ccc(CSCC(=O)N2CCN(S(=O)(=O)c3ccc(C)cc3C)CC2)cc1	-1.0	12.3	2.7	-7.6	-1.9	0.0	nt	0.1	-4.2	-1.0
CCOC(=O)c1c(CN2CCN(c3ccccc3)CC2)oc2ccc(O)cc12	-7.1	-5.3	3.9	2.0	-0.7	0.3	nt	2.3	3.6	-0.3
O=C(NCCC1CCCCN1S(=O)(=O)c1ccccc1)C(=O)NCc1ccccn1 (centres undefined)	1.1	1.2	4.1	-2.7	-4.8	-0.3	9.9	0.2	20.9	0.9
COc1ccc(-c2c(-c3cc(OC)cc(OC)c3)n(C)c3ccc(-c4ccc5c(c4)OCCO5)cc23)cc1	-10.5	-7.8	-7.2	-2.0	-1.7	-1.3	-1.4	-3.8	4.6	0.5
Cc1ccc2cc(CN(Cc3ccc4c(c3)OCO4)Cc3nnnn3Cc3ccco3)c(=O)[nH]c2c1	-16.7	-8.2	-1.9	3.9	-1.0	-1.2	-1.7	-1.2	-55.9	1.4
CCCCc1nc2ccccc2c(=O)n1NC(=O)c1c(O)c2ccccc2n(C)c1=O	7.2	1.2	20.8	-1.4	-0.1	-4.2	-3.6	-4.6	20.9	-1.4
COc1cc(OC)cc(-c2c(C#Cc3ccsc3)c3cc(-c4ccc5cc[nH]c5c4)ccc3n2C)c1	2.5	-16.2	3.7	3.1	-4.7	0.9	-1.3	1.9	-72.4	-0.7
COc1ccc(OCc2nnc(SCC(=O)c3ccccc3)o2)cc1	-4.4	0.4	-4.0	-2.8	-2.8	0.1	-2.3	4.3	2.1	-1.0
Cc1cccc(NS(=O)(=O)c2c(C(=O)N3CCCC3)c(C)n(C)c2C)c1	-5.3	-3.1	14.5	0.1	-5.8	0.4	-3.2	-1.8	-31.5	-0.3
O=C1CC(N2CCN(c3ccc(Cl)cc3)CC2)C(=O)N1c1ccccc1 (centres undefined)	-8.6	3.9	-4.2	-1.9	-1.5	0.7	0.2	-2.5	1.3	11.7
COc1ccc(N2CCN(C(=O)COc3ccc4c(C)cc(=O)oc4c3C)CC2)cc1	1.4	-3.0	-8.9	2.0	-5.5	-1.6	-2.1	4.8	-13.1	0.3
CCOC(=O)COn1c(=O)c(-c2ccc(OC)cc2)[n+]([O-])c2ccccc21	-6.4	-4.1	-6.2	0.2	-1.5	-1.2	7.4	0.7	5.6	0.6
NC(=O)CSc1nnc(C2CC2)n1-c1ccccc1	5.3	-0.5	-0.9	4.9	1.0	-0.7	-1.8	0.9	18.1	-2.0
O=C(Nc1ccccc1)C1=C[C@H](c2ccc(C(F)(F)F)cc2)C[C@H](OCCCCO)O1	3.5	-18.1	5.6	-3.5	-5.7	0.9	-5.2	-9.8	-22.6	-1.3
Cc1ccccc1C(=O)N1CCN(c2ccc(NC(=O)Cc3ccccc3)cc2)CC1	-3.0	7.0	-3.0	0.8	3.4	-2.4	0.2	1.1	-36.4	1.0
c1ccc2c(c1)OCC(c1nn3cnnc3s1)O2 (centres undefined)	-2.2	-15.1	1.3	-1.4	-3.2	-0.7	-4.2	1.0	7.6	-2.1
Cc1cc(C)c(NC(=O)Cn2c(=O)c3cccn3c3ccccc32)c(C)c1	0.3	-3.8	-3.9	-0.4	-2.8	-0.6	10.2	1.7	0.1	0.2
